Compound activity (PubChem BioAssay)
TbMetRS inhib: T. brucei MetRS inhibitors, primary screen, biochemical, luminescence; inhibition, % at 11.9 µM; hit rate 0.4% among 360,000; purified T. brucei MetRS, ATP depletion, Kinase-Glo luminescence;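 active means inhibition above a per-plate cutoff of the control wells' mean inhibition plus 3 SD, cut at about 5.5% in these data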;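 further: 0% = DMSO wells median and 100% = median of wells with control inhibitor compound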
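Dosing: 11.9 µM compound single dose, 0.9% DMSO; Assay system: purified T. brucei MetRS enzyme; Measured by: Kinase-Glo luciferase luminescence reporting remaining unconsumed ATP; Schedule: 15 min plus 2 h at 25 °C.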
NRP1-CendR mod: modulators of CendR peptide binding to NRP-1, primary screen, biochemical, fluorescence polarization, uHTS; hit rate 0.85% among 360,000; inhibition, % at 25 µM; FAM-RPARPAR peptide binding to NRP-1; Neuropilin-1 (Homo sapiens), O14786;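 active means inhibition or corrected inhibition above about 18%, plus a signal ratio from 0.5 to 1.5, limit read from the data, passing the limit was not always enough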; further: strong numbers were not always called active
MT1-MMP act inh: blockers of MT1-MMP proenzyme processing, primary screen, HT1080 RFP-PRO-GFP cells, GFP/RFP fluorescence; Matrix metalloproteinase-14 (Homo sapiens), P50281; GFP/RFP ratio fluorescence, overnight; percent of plate control window, DMSO zero; GFP/RFP ratio change, % at 20 µM; hit rate 0.061% among 360,000; AID 651647, 2012;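 active means GFP/RFP ratio change of at least 30% with cell ATP level not reduced by more than half and red fluorescence within 50% of control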; further: strong numbers were not always called active
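Assay system: HT1080 RFP-PRO-GFP cells | Dosing: 20 µM single dose, 1% DMSO | Incubation: Cells overnight before dosing, compound overnight, 37 °C, 5% CO2 | Evaluation: GFP/RFP fluorescence ratio | Control set: DMSO-only wells and HT1080 RFP-L50D-GFP cell wells as references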
SKN-1 inh: suppressors of acrylamide-induced Pgst-4::GFP reporter in worms, primary screen, SKN-1 inhibitor project, whole organism, uHTS, GFP/RFP fluorescence ratio, strain VP596; AID 624304, 2012; C. elegans VP596 Pgst-4::GFP/RFP ratio, 24 h; inhibition, % at 21.8 µM; hit rate 0.49% among 360,000;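 active means interference check ratio from 0.5 to 1.5 plus GFP to RFP signal ratio inhibition reaching or exceeding a fixed threshold, cut at about 30% in these data, passing the limit was not always enough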; further: some compounds called inactive have numbers as strong as hits
eLon inh: inhibitors of E. coli Lon protease, primary screen, biochemical, fluorescence polarization. inhibition, % at 7.94 µM. hit rate 0.42% among 360,000. AID 602123, 2011. P0A9M0. purified E. coli Lon protease; in the data active means inhibition above about 13%, passing the limit was not always enough;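 further: 0% = enzyme with probe and DMSO and 100% = no enzyme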
MLLE-PAM2 inh: inhibitors of PABP1 MLLE–PAM2 peptide binding, primary screen, biochemical, fluorescence polarization, FITC-PAM2, GST-MLLE; AID 588489, 2011; inhibition, % at 20 µM; hit rate 0.36% among 360,000; Polyadenylate-binding protein 1 (Homo sapiens), P11940; in the data active means inhibition above about 35%, passing the limit was not always enough;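 further: plate controls were DMSO wells with GST-MLLE for no effect and wells lacking GST-MLLE protein for full effect; some results filed as inactive read as strong as hits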
Target sequence (P11940 whole entry, looked up): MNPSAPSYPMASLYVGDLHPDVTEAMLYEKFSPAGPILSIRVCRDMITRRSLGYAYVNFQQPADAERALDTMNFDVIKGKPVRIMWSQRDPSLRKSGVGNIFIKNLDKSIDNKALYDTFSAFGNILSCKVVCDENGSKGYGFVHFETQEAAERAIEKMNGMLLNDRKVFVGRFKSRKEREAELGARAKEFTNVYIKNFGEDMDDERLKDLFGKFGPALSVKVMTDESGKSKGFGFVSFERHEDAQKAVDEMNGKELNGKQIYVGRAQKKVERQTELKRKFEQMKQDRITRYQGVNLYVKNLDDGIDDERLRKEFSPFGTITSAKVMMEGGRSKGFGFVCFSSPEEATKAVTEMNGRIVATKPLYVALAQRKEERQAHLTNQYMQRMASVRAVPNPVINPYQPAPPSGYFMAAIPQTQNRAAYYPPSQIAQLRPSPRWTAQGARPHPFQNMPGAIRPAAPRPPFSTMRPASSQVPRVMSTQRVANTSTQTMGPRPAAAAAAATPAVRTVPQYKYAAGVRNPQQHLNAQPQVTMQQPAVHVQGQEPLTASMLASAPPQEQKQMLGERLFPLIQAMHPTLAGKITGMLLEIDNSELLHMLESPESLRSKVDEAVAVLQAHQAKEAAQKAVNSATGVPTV
MsrA inh: bovine MsrA enzyme inhibitors, primary screen, biochemical, absorbance, HTS. Methionine sulfoxide reductase A (Bos taurus). purified bovine MsrA, absorbance read-out. inhibition, % at 15.5 µM. hit rate 0.75% among 360,000. AID 651718, 2012; in the data active means inhibition above about 4.5%;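 further: 0% = vehicle wells with enzyme and 100% = reference inhibitor wells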
bovine MsrA act: bovine MsrA enzyme activators, primary screen, biochemical, absorbance, HTS; purified bovine MsrA, absorbance read-out; activation, % at 10.6 µM; hit rate 0.3% among 360,000; AID 602163, 2012; in the data active means activation above about 7.5%;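 further: 0% = vehicle and 100% = reference activator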
FAS TE block: FAS thioesterase domain inhibitors, primary screen, biochemical, fluorescence intensity, uHTS; inhibition, % at 15 µM; AID 602261, 2012; hit rate 0.67% among 360,000; recombinant FAS-TE, OMFH fluorogenic substrate, fluorescence endpoint; Fatty acid synthase (Homo sapiens), P49327;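 active means compounds whose normalised, plate-corrected inhibition of enzyme fluorescence in the single-dose primary screen is 50% or more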;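 further: 0% = DMSO with enzyme and 100% = substrate without enzyme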
The depositor's hits bear a star; x = no result given.

Below each compound – SKN-1 inh	MLLE-PAM2 inh	NRP1-CendR mod	MT1-MMP act inh	bovine MsrA act	FAS TE block	TbMetRS inhib	eLon inh	MsrA inh
> Cc1ccc(C(=O)NCN2CCN(c3ccccc3)CC2)cc1
 : 2	2	4	-1	-1	-6	-0.2	-2	-0.5
> Clc1ccc(-c2ccc(CNCc3ccccn3)o2)cc1
 : 2	17	-10	-1	1	2	0.3	-7	0.1
> CCc1nc(SCc2ccc(C(=O)OC)o2)c2c(=O)n(C)c(=O)n(C)c2n1
 : 5	-3	-7	6	-2	18	-0.1	-5	-0.7
> COc1ccc(C(=O)NNC(=O)CSc2nnc(-c3cccnc3)n2C)cc1
 : -6	-7	-2	-3	-4	0	-0.8	2	-0.4
> COc1ccc(OC)c(CN2CCCC(CCC(=O)N(C)CCc3ccccn3)C2)c1 (stereo unspecified)
 : -1	-2	2	-4	-8	-1	-0.9	-2	0.6
> O=C(CCN1C(=O)NC2(CCCC2)C1=O)Nc1ccc(-c2nc3ccccc3s2)cc1
 : 2	-83	-45	-4	-2	6	-0.2	-36	4.1
> CC1(CCc2ccccc2)NC(=O)N(CC(=O)O)C1=O (stereo unspecified)
 : -4	3	-7	1	-3	-8	-0.7	3	-0.6
> CC1c2ccsc2CCN1S(=O)(=O)c1ccccc1 (stereo unspecified)
 : 6	-1	4	0	-4	6	-0.2	-1	1.6
> CCOc1c(O)ccc(C2NC(=O)N(C)C(C)=C2C(=O)OC)c1[N+](=O)[O-] (stereo unspecified)
 : 0	27	20	-1	-5	-8	-0.8	1	1.0
> CCc1ccccc1NC(=O)COc1ccc2c(=O)c(Oc3cc(C)ccc3C)coc2c1
 : -4	-5	-6	x	-3	19	-1.1	11	-1.1
> Cc1ccccc1-c1nc(CS(=O)(=O)CC(=O)N2CCN(C)CC2)c(C)o1
 : 27	-8	6	0	5	-4	0.3	-14	-0.8
> Cc1ccc(-c2nnn(C(C)C(=O)N3c4ccccc4CCc4ccccc43)n2)cc1 (stereo unspecified)
 : 13	-8	8	-3	-3	24	-0.3	10	0.4
> Cc1c(NC(=O)c2cc3c(s2)CCCC3)c(=O)n(-c2ccccc2)n1C
 : -12	-5	1	3	-4	-2	2.1	6	1.8
> C=CCn1c(SCC(=O)c2c(N)n(C3CC3)c(=O)[nH]c2=O)nnc1-c1ccc(OC)cc1
 : -13	-15	-4	0	-3	-4	-0.1	-5	-1.0
> COc1ccc(NC(=O)CC2SC(N3CCOCC3)=NC2=O)cc1OC (stereo unspecified)
 : -5	-4	2	-3	0	-5	0.2	2	-0.5
> COC(=O)c1ccc(S(=O)(=O)N2CCCN(Cc3ccc(F)cc3)CC2)n1C
 : -12	-3	10	9	-7	1	-0.8	-2	0.9
> CC(C)C(=O)Nc1cc(C(F)(F)F)ccc1N1CCOCC1
 : 7	-6	-4	4	0	-10	-0.5	-7	2.0
> CC(C)Cc1ccc(CN2CCCC(NC(=O)c3nn(C)c(=O)c4ccccc34)C2)cc1 (stereo unspecified)
 : 5	5	6	2	-2	21	-0.6	4	0.2
> NS(=O)(=O)c1ccc(CCNC(=O)[C@@H]2CCCN2S(=O)(=O)c2ccccc2F)cc1
 : 6	1	-2	-2	-1	-4	0.2	9	-1.1
> CN(C)CCCN1C(=O)C2CCc3[nH]c4ccccc4c3C2C1=O (stereo unspecified)
 : -3	24	1	0	-10	-4	-0.4	24*	0.8
> CCOC(=O)c1cnc(-c2cccc(OC)c2)[nH]c1=O
 : 12	4	4	6	-1	-6	0.8	0	1.8
> O=C(O)c1cccc(-n2cccc2/C=C2\NC(=O)N(Cc3ccc(F)cc3)C2=O)c1
 : 6	5	-36	-4	-7	0	0.2	-10	3.2
> CC(C)NC(=O)N(C)C[C@H]1Oc2ccc(NC(=O)C3CC3)cc2C(=O)N([C@H](C)CO)C[C@@H]1C
 : 0	-1	8	1	-13	-13	-0.7	3	0.5
> Cc1ccc(S(=O)(=O)N2C3CCCCC3O[C@H]2CC(=O)c2ccccc2)cc1 (stereo partly specified)
 : -9	x	-5	3	x	x	-0.6	x	0.3
> CCOc1cc(NC(=S)Nc2cccc(C)c2)c(OCC)cc1NC(=O)CC(C)C
 : 5	26	-8	7	-2	-6	-0.2	-8	3.3
> Cc1c(/C(O)=C2/C(=O)C(=O)N(CCN3CCOCC3)C2c2ccccn2)cnn1-c1ccccc1 (stereo unspecified)
 : 9	7	-5	0	-3	-1	-0.7	2	-0.3
> CCCC(=O)Nc1cc(-c2nn(C)c(=O)c3ccccc23)ccc1N1CCOCC1
 : -20	-4	-1	5	-13	-14	-1.5	-2	0.3
> ClC(Cl)(c1nnnn1-c1ccccc1)c1nnnn1-c1ccccc1
 : -5	-96	-2	0	-4	-8	-0.4	3	-0.7
> Cc1cccc(NC(=O)c2ccc(NS(=O)(=O)c3cccc4cccnc34)cc2)c1
 : 1	0	-4	1	0	23	-0.2	4	1.2
> N#C/C(=C\c1c(N2CCCCC2)nc2ccccn2c1=O)S(=O)(=O)c1ccccc1
 : 2	-5	-5	1	-2	44	-0.5	-1	0.5
> CCOC(=O)C1CN(S(=O)(=O)c2ccc(C)cc2)C1
 : 3	-5	-6	4	0	-4	-0.1	7	0.0
> COc1ccc(CNC(=O)C/C(C)=N/NC(=O)C(c2ccccc2)c2ccccc2)cc1
 : -9	1	6	-13	-7	-1	-0.2	-1	-1.0
> CC(C)N(Cc1nc(-c2ccc3c(c2)OCO3)no1)CC1CCC(=O)N1 (stereo unspecified)
 : 2	-12	-7	-2	0	-2	-0.4	1	-0.6
> CN1CCN(c2ccc(NC(=O)c3ccc(-c4ccc(Cl)cc4)o3)cc2)CC1
 : 26	-6	12	-7	1	8	0.1	-4	-0.4
> O=C1c2ccncc2C(=O)N1CNc1ccc(Cl)cc1
 : 13	1	7	1	-5	-10	-0.5	3	-1.4
> Cc1csc(=O)n1CC(=O)OCC(=O)NNC(=O)c1ccc(Cl)cc1
 : -5	16	-2	-4	-1	-5	-0.3	-7	-0.8
> O=C(NCc1cccnc1)c1cccn2c(=O)c3sccc3nc12
 : -16	1	0	-2	-5	-2	-0.1	-6	2.1
> Cc1cccc(-c2nc3c(c(SCC(=O)N4CCOCC4)n2)Cc2c(CO)cnc(C)c2O3)c1
 : 16	4	-26	-3	-7	-1	-0.6	4	x
> Cc1ccc([N+](=O)[O-])cc1NC(=O)c1ccc(-c2ccccc2)cc1
 : -1	5	7	2	-2	3	-0.1	-5	0.7
> CCN(C[C@H]1N[C@@](C)(C(=O)OC)[C@H]2C(=O)N(C)C(=O)[C@@H]12)C(=O)Nc1ccc(C)cc1
 : 24	6	0	3	-2	-9	-0.2	-9	-1.2
> COc1ccc(S(=O)(=O)N2CCN(C)CC2)cc1NC(=O)c1ccccc1C
 : 5	5	12	0	-3	-4	-0.3	2	0.1
> COc1ccc(NC(=O)c2cncc(Br)c2)cc1S(=O)(=O)N1CCCCC1
 : 5	-4	0	-1	-2	-2	0.4	0	1.0
> CC(NS(=O)(=O)c1ccc2c(c1)c(=O)n(C)c(=O)n2C)C(=O)NC1CCCCC1 (stereo unspecified)
 : 2	11	-3	-4	-6	-2	-0.6	-3	-1.3
> COc1cccc(CNc2nc3ccc(NC(C)=O)cc3s2)c1
 : 10	1	0	0	-5	0	-0.7	8	0.1
> Cc1nn(CCOc2ccc(Br)cc2)c(C)c1[N+](=O)[O-]
 : -6	-18	-5	2	-5	62*	-0.5	-10	0.1
> O=C(O)CCCCCCCCCCP(=O)(c1ccccc1)c1ccccc1
 : -14	-6	-4	-2	-4	-4	-0.6	1	-0.6
> O=c1cc(CN2CCOCC2)c2ccccc2o1
 : 1	10	-1	-1	-2	-10	0.1	-3	1.2
> Cn1c(N)c(C(=O)CSc2nnc(Cc3cccs3)n2C2CC2)c(=O)n(C)c1=O
 : 14	16	-4	0	0	-6	-0.2	-10	0.2
> COC(=O)NCC(c1ccco1)N1CCN(c2ccc(F)cc2)CC1 (stereo unspecified)
 : 9	9	-12	3	-3	-5	-0.4	1	-0.1
> Cc1c(C(=O)Nc2cccc(-c3nnc4n3CCCCC4)c2)oc2ccccc12
 : 7	-15	-6	0	-2	-6	0.7	6	-0.8
> CCOC(=O)C1(C)CCN1C(=O)c1ccc(C)cc1 (stereo unspecified)
 : -8	-12	0	0	0	-1	0.2	-8	0.8
> COc1ccc2c(c1)C(=C(C#N)C#N)C(=O)N2CCc1ccccc1
 : 2	-26	-8	-6	-10	15	-0.8	-2	-0.3
> CCc1nc2ccc(C(=O)NCCCN3CCN(c4ccc(F)cc4)CC3)cc2nc1CC
 : -3	4	9	5	-4	4	-1.0	-8	-0.4
> CCc1nnc(NC(=O)CSc2ccc(-c3ccco3)nn2)s1
 : 6	-3	-5	4	-4	-8	-0.8	3	0.1

Pulled by compound from the entries so far (three):
Below each compound – SKN-1 inh	MLLE-PAM2 inh	NRP1-CendR mod	MT1-MMP act inh	bovine MsrA act	FAS TE block	TbMetRS inhib	eLon inh	MsrA inh
> COc1ccc2c(c1)C(=C(C#N)C#N)C(=O)N2CCc1ccccc1
 : 2	-26	-8	-6	-10	15	-0.8	-2	-0.3
> O=C(O)CCCCCCCCCCP(=O)(c1ccccc1)c1ccccc1
 : -14	-6	-4	-2	-4	-4	-0.6	1	-0.6
> CCOC(=O)C1(C)CCN1C(=O)c1ccc(C)cc1 (stereo unspecified)
 : -8	-12	0	0	0	-1	0.2	-8	0.8

Rewritten with bars between the fields: entries from further up.
compound | SKN-1 inh | MLLE-PAM2 inh | NRP1-CendR mod | MT1-MMP act inh | bovine MsrA act | FAS TE block | TbMetRS inhib | eLon inh | MsrA inh
Cc1ccccc1-c1nc(CS(=O)(=O)CC(=O)N2CCN(C)CC2)c(C)o1 | 27 | -8 | 6 | 0 | 5 | -4 | 0.3 | -14 | -0.8
O=C(NCc1cccnc1)c1cccn2c(=O)c3sccc3nc12 | -16 | 1 | 0 | -2 | -5 | -2 | -0.1 | -6 | 2.1

Rewritten as comma-separated lines: part of the list above.
structure,SKN-1 inh,MLLE-PAM2 inh,NRP1-CendR mod,MT1-MMP act inh,bovine MsrA act,FAS TE block,TbMetRS inhib,eLon inh,MsrA inh
Cc1c(C(=O)Nc2cccc(-c3nnc4n3CCCCC4)c2)oc2ccccc12,7,-15,-6,0,-2,-6,0.7,6,-0.8
CCOC(=O)C1(C)CCN1C(=O)c1ccc(C)cc1 (stereo unspecified),-8,-12,0,0,0,-1,0.2,-8,0.8
COc1ccc2c(c1)C(=C(C#N)C#N)C(=O)N2CCc1ccccc1,2,-26,-8,-6,-10,15,-0.8,-2,-0.3
CCc1nc2ccc(C(=O)NCCCN3CCN(c4ccc(F)cc4)CC3)cc2nc1CC,-3,4,9,5,-4,4,-1.0,-8,-0.4
CCc1nnc(NC(=O)CSc2ccc(-c3ccco3)nn2)s1,6,-3,-5,4,-4,-8,-0.8,3,0.1

Compounds were not picked by outcome, and some 4% of all compounds hit somewhere here.
